Screening results (PubChem BioAssay)
SIRT5 block = blocks human SIRT5 desuccinylation of peptide; Q9NXA8; Purified SirT5, succinyl-peptide AMC, trypsin-coupled fluorescence; inhibition, % at 15 µM; 1.1% of 330,000 active; AID 652115; in the data active = inhibition above about 15%; inconclusive = no clear call, values can overlap the other calls
Target sequence (Q9NXA8 whole entry, looked up): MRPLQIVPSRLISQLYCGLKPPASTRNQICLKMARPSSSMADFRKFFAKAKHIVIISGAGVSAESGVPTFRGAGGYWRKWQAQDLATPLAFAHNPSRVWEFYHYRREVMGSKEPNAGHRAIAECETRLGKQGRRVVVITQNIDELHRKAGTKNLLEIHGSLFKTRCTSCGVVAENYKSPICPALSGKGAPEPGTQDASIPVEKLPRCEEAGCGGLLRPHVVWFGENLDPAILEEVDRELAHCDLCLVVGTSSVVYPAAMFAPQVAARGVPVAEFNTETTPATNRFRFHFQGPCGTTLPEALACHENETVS
ARNT TACC3 PPI = ARNT/TACC3 interaction disruption | AlphaScreen His-ARNT PAS-B/GST-TACC3 binding, luminescence; TACC3 fragment carries E629A point mutation | inhibition, % at 9.99 µM | 0.66% of 390,000 active | AID 623870;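 active = mean inhibition of replicates at least 50% and at least half of replicates each reaching 50%; inconclusive = half or more replicates reach 50% but mean below 50%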;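 also: 0% = complete ARNT plus TACC3 wells and 100% = ARNT alone without TACC3; many hits fall short of the cut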
esBAF inh = SWI/SNF esBAF complex inhibition; mouse ES cells, Bmi1-luciferase knock-in reporter, 24 h; 100% = twice the neutral-well signal; reporter increase, % at 12.5 µM; 2% of 350,000 active; AID 602393; in the data active = activation above about 40%; inconclusive = no clear call, values can overlap the other calls;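 also: 0% = median of the plate's neutral control wells and 100% = double that signal; a rise in the Bmi1 reporter signal indicates esBAF inhibition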
ERp5 block = blocks human ERp5 reductase activity on insulin | ERp5 insulin aggregation, absorbance 650 nm, 90 min | inhibition, % at 9.99 µM | 0.05% of 350,000 active | Q15084 | AID 651711;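 active = mean replicate inhibition above about 25%, with every replicate also reaching it, limit read from the data, passing the limit was not always enough; inconclusive = only one of those two criteria met; inactive = neither criterion met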
Target sequence (Q15084 whole entry, looked up): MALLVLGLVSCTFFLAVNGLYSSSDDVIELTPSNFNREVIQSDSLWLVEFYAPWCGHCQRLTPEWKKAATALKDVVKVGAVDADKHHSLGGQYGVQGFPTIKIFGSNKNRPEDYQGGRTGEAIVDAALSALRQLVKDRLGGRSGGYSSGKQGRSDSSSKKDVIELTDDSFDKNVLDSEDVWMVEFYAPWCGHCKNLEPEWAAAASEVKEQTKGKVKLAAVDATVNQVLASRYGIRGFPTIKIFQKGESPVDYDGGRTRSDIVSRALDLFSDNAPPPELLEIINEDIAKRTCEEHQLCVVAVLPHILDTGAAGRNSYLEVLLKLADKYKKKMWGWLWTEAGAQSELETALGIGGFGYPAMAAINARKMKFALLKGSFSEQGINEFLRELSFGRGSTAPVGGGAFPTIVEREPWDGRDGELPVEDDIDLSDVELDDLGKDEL
C2C12 statin = protects C2C12 myotubes from simvastatin toxicity. rescue of ATP level, % at 7.49 µM. 0.78% of 330,000 active. AID 602340. ATP luminescence, 48 h; scaled: DMSO 0, geranylgeraniol control 100;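 active = mean ATP rescue above about 67%, or every replicate alone reaching that limit, limit read from the data, passing the limit was not always enough; inconclusive = no clear call, values can overlap the other calls; inactive = mean under the limit and some replicate under it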;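 also: myotubes were challenged with 10 µM simvastatin during compound exposure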
Cneo AK release = causes C. neoformans cell lysis | adenylate kinase release luminescence, 4 h; normalised: neutral wells 0, clomiphene wells 100 | lysis activity, % at 15 µM | 0.2% of 360,000 active | AID 651654;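 active = mean lysis activity across replicates of at least 80%, whatever share of replicates individually reach that level; inactive = mean lysis activity below 80%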
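Test system: log-phase Cryptococcus neoformans yeast cells; Quantity: yeast cell density of 5 × 10^6 cells/mL; Buffer or medium: YPD; Doses: single compound concentration per well; Timing: 4 h at 37 °C static, read 1 h later; Measured by: AK luminescence; Read-out basis: lysis from increased AK signal; Control set: Clomiphene as positive control.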
miR-122 sensor = inhibitors of miR-122 in Huh7 cells | Huh7 miR-122 Renilla luciferase sensor, 48 h; neutral wells = 0, positive control = 100 | activation (reporter increase), % at 12.5 µM | 0.3% of 340,000 active;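 active = mean replicate activation score at least 90 and every replicate individually at or above 90; inconclusive = only one of the two criteria met; inactive = neither criterion met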;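 also: higher luciferase means less miR-122 activity so hits act as miR-122 inhibitors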
Active calls of the source: *; u = inconclusive; x = not tested or not shown; [ ] = dose if it differs, or a comment. No enrichment for hits. About 4% of those tested had a hit in this group.

SMILES	SIRT5 block	ARNT TACC3 PPI	esBAF inh	ERp5 block	C2C12 statin	Cneo AK release	miR-122 sensor
O=C(Nc1cccc(Cl)c1)N[C@@H]1CC[C@H](CCNC(=O)C2CCOCC2)O[C@H]1CO	-3	-12	1	2	-8	-2	x
CC(C)C(=O)Nc1cccc(COc2ccc(CN(CCc3ccccc3)C(=O)OC(C)(C)C)cc2)c1	-1	-3	-6	-4	-11	2	-7
Cc1ccc(S(=O)(=O)N(C)C[C@H]2OCCCC[C@@H](C)Oc3ccc(NC(=O)CCCN(C)C)cc3C(=O)N([C@H](C)CO)C[C@@H]2C)cc1	3	-6	0	-2	x	-5	-5[16.7 µM]
CCCCNC(=O)c1onc(CSc2ccccc2F)c1C(=O)O	x	-1	-3	2	7	1	-6
Cc1cc(C)c(NC(=O)COC(=O)C2CCC2)c(Cl)c1	4	-5	-5	1	6	2	x
O=C(CNC(=O)c1ccccc1)NCC(c1ccco1)N1CCCC1 (stereo unspecified)	-1	x	6	2	-3	0	3
CC(C)(C)c1cc(NCCCn2ccnc2)n2ncc(-c3ccccc3)c2n1	-2	12	x	2	x	-15	-4
Cc1ccc(C(C)C)cc1C(=O)CC1(O)C(=O)N(C)c2ccccc21 (stereo unspecified)	x	-3	-4	x	9	0	2
O=C(CCCOc1ccc(Cl)cc1)N1CCCCC1	-3	-3	17	-2	-14	0	-5
Cc1ccc(NC(=O)CSc2nc3[nH]ncc3c(=O)[nH]2)cc1Cl	-3	-4	x	-4	x	x	x
CCOc1ccc(Nc2ccc(N)c(S(=O)(=O)O)c2)cc1	x	17	x	2	7	-2	-1
CCOC(=O)N1CCC(NS(=O)(=O)c2ccc3c(c2)oc(=O)n3C)CC1	x	6	-9	x	11	4	-4
COCc1cc(C)nc(SCC[N+](C)(C)CC(=O)c2ccc(Br)cc2)c1C#N	-2	2	x	-3	x	x	x
COCCNC(=O)CC(=O)N/N=C/c1ccc(C(=O)OC)cc1	-2	-9	0	-6	-2	-4	-3
Cn1cccc1-c1nc2ccc(NC(=O)c3cccs3)cc2[nH]1	x	36*	64*	x	-36	-3	20
N#Cc1cc2ccccc2nc1SCC(=O)NC1CC1	-3	-1	17	7	9	8	-7
CCOc1ccc(N/C(SCc2cccc([N+](=O)[O-])c2)=C(/C#N)C(N)=O)cc1	2	8	x	0	x	x	x
CC(=O)OCC1=C(C(=O)O)N2C(=O)C(NC(=O)COc3ccc(F)cc3)C2SC1 (stereo unspecified)	7	0	x	-3	-22	-1	-4
O=C(CN1C(=O)NC2(CCCC2)C1=O)NNC(=O)c1ccccc1	-4	-1	11	6	-12	3	-2
COc1ccc(NC(=O)CN(C)C(=O)Cn2cnc3c2c(=O)n(C)c(=O)n3C)cc1	-2	-7	x	-1	x	x	x
COc1cccc(-c2cc(NC=O)c3ncc(-c4cc(OC)c(OC)c(OC)c4)n3c2)c1	x	x	-10	-1	-46	1	27
C[C@@H]1CN([C@H](C)CO)C(=O)c2cccc(NC(=O)C3CCOCC3)c2O[C@@H]1CN(C)S(C)(=O)=O	-3	-6	3	-3	-8	-2	-5[16.7 µM]
O=C(CCN1CCCCC1)N[C@H]1CC[C@H](CCNS(=O)(=O)c2ccc(Cl)cc2)O[C@H]1CO	-1	4	4	-1	-1	0	x
C[C@H]1CN([C@@H](C)CO)C(=O)Cc2cc(NC(=O)C3CC3)ccc2O[C@@H]1CN(C)Cc1ccccc1	1	-23	3	1	0	-3	-3[16.7 µM]
O=C(NNc1ccc(F)cc1F)c1c(F)cccc1Cl	-2	-13	-2	0	-1	x	-4
NC(=S)n1[nH]c(-c2ccc([N+](=O)[O-])cc2)c(N=Nc2cccc(Cl)c2)c1=O	-2	12	x	12	x	x	2
COc1ccc(S(=O)(=O)Nc2c(NC3CCCCC3)c3ccccc3oc2=O)cc1	-9	-1	10	-8	-18	-3	5
CCC1(c2ccccc2)NC(=S)N(c2ccc(C)cc2)N1 (stereo unspecified)	-3	-6	45*	2	3	10	2
C[C@@H]1CN([C@@H](C)CO)C(=O)c2c(c3ccccc3n2C)-c2ccccc2CO[C@@H]1CN(C)S(=O)(=O)c1cccc(F)c1	0	6	6	-2	21	-2	x
COc1ccc(NC(=O)c2cccc(S(=O)(=O)N3CCCCC3)c2)c(OC)c1	-1	-2	-2	3	16	0	4
NC(=O)c1nsnc1-c1ccccc1O	x	-4	-8	x	x	-3	-1
O=[N+]([O-])c1c(Nc2cccc(O)c2)cc(Cl)c2nonc12	5	4	-36	2	6	6	x
CCOc1ccccc1CN1CCCC(C(=O)c2ccc(OC)c(OC)c2)C1 (stereo unspecified)	-3	25	-1	4	-4	-3	-6
CCCNC(=O)c1cc(C2CCCCN2C(=O)c2cc(OC)c(C)c(OC)c2)on1 (stereo unspecified)	x	x	-5	3	19	1	5
CO[C@@H]1CN(C)C(=O)c2cc(NC(=O)c3nc4ccccc4s3)ccc2OC[C@@H](C)N(Cc2cccnc2)C[C@@H]1C	x	1	9	7	15	2	x
Cc1ccc(O)c(NC(=O)CSc2n[nH]c(C)c2[N+](=O)[O-])c1	x	4	x	-2	x	x	0
C/C(=N\NC(=O)c1ccn(C)n1)c1ccc(NC(=O)C2CCCC2)cc1	x	x	15	x	-2	-1	-5
Cc1cc(=O)[nH]c(SCc2ccc(Cl)cc2Cl)n1	-2	-3	-5	1	-19	0	1
CCCCOC(=O)C(C)Sc1n[nH]c(=O)[nH]c1=O (stereo unspecified)	-5	3	1	1	-7	x	-1
COCc1nnc(NC(=O)c2ccco2)s1	x	1	45*	x	1	2	-5
Cc1ccc(S(=O)(=O)N(C)C[C@H]2Oc3ccc(NC(=O)Cc4ccccc4)cc3C(=O)N([C@H](C)CO)C[C@@H]2C)cc1	-1	-4	8	0	0	-3	-6[16.7 µM]
COc1ccc(N(CC(=O)NCC2CCCO2)S(=O)(=O)c2ccccc2)cc1OC (stereo unspecified)	-2	0	-2	4	12	-2	x
CCOc1ccc(CNC(=S)NCc2ccc(OCC)cc2)cc1	-2	-8	x	-2	x	x	x
CC=Cc1ccc2n(c1=O)C[C@H]1[C@H](CO)[C@@H](C(=O)N[C@H](C)c3ccccc3)[C@@H]2N1Cc1cncnc1 (mixture of isomers)	-7	7	-1	1	-3	-1	-5[16.7 µM]
CC(=O)Nc1ccc(NC(=O)COC(=O)COc2ccc3ccccc3c2)cc1	x	-1	-3	-7	4	1	-5
CC(=O)NC(c1ccc(F)c(F)c1)c1nc(-c2cccc(C(=O)O)c2)cs1 (stereo unspecified)	0	x	u	-5	7	0	-5
CS(=O)(=O)N1[C@H](C#N)[C@@H](c2ccc(C#CC3CC3)cc2)[C@@H]1CO	2	18	-7	15	6	2	x
CCN(C[C@H]1N[C@@](CC)(C(=O)OC)[C@H]2C(=O)N(C)C(=O)[C@@H]12)C(=O)c1ccc(C(C)(C)C)cc1	x	-1	1	2	7	-1	x
CNCCC=C1c2ccccc2CCc2ccccc21	-2	1	-2	3	5	3	-6
CCCCOc1ccccc1NC(=O)c1ccc(=O)[nH]c1	x	1	x	x	x	1	0

Entries from the list above with an aryl methoxy group (seven):
SMILES	SIRT5 block	ARNT TACC3 PPI	esBAF inh	ERp5 block	C2C12 statin	Cneo AK release	miR-122 sensor
COc1ccc(NC(=O)CN(C)C(=O)Cn2cnc3c2c(=O)n(C)c(=O)n3C)cc1	-2	-7	x	-1	x	x	x
COc1cccc(-c2cc(NC=O)c3ncc(-c4cc(OC)c(OC)c(OC)c4)n3c2)c1	x	x	-10	-1	-46	1	27
COc1ccc(S(=O)(=O)Nc2c(NC3CCCCC3)c3ccccc3oc2=O)cc1	-9	-1	10	-8	-18	-3	5
COc1ccc(NC(=O)c2cccc(S(=O)(=O)N3CCCCC3)c2)c(OC)c1	-1	-2	-2	3	16	0	4
CCOc1ccccc1CN1CCCC(C(=O)c2ccc(OC)c(OC)c2)C1 (stereo unspecified)	-3	25	-1	4	-4	-3	-6
CCCNC(=O)c1cc(C2CCCCN2C(=O)c2cc(OC)c(C)c(OC)c2)on1 (stereo unspecified)	x	x	-5	3	19	1	5
COc1ccc(N(CC(=O)NCC2CCCO2)S(=O)(=O)c2ccccc2)cc1OC (stereo unspecified)	-2	0	-2	4	12	-2	x

The list goes on:
SMILES	SIRT5 block	ARNT TACC3 PPI	esBAF inh	ERp5 block	C2C12 statin	Cneo AK release	miR-122 sensor
O=C(NCC[C@@H]1CC[C@H](NC(=O)C2CC2)[C@@H](CO)O1)c1cnccn1	2	4	0	-5	1	-6	x
O=S(=O)(Nc1ccccc1O)c1cccc2cccnc12	3	0	x	-5	x	x	x
O=C(NCc1ccco1)Nc1ccc(Br)cc1	x	-2	28	x	x	0	3
COc1ccc(CCNC(=O)c2ccc(CS(=O)(=O)c3ccc(Cl)cc3)o2)cc1OC	x	2	-3	x	-7	5	6
COc1ccc(S(=O)(=O)N(C)C[C@@H]2Oc3ccc(NC(=O)Nc4ccccc4)cc3C(=O)N([C@@H](C)CO)C[C@H]2C)cc1	3	8	1	0	-3	-4	-7[16.7 µM]
CC(=O)OCc1cc(-c2nn(C)c(=O)c3ccccc23)ccc1C	-6	0	x	-10	x	x	x
O=C(CN1CCCCCCC1)N/N=C/c1ccc([N+](=O)[O-])o1	0	8	-8	2	-27	0	-3
CCn1cc(C(=O)N[C@@H](CCSC)C(=O)NCCOC)c(=O)c2cc3c(cc21)OCO3	-2	-4	5	-2	2	-1	x
CCOC(=O)c1cnc2c(Cl)cc(Cl)cc2c1NCCCN1CCOCC1	1	-5	-2	-1	11	-1	-1
COc1ccc(NC(=O)N(C)C[C@@H]2OCCCC[C@H](C)Oc3ccc(NS(C)(=O)=O)cc3C(=O)N([C@@H](C)CO)C[C@@H]2C)cc1	0	-4	1	1	x	45	8[16.7 µM]
CCOC(=O)C1(CCOc2ccccc2)CCN(Cc2ccc(C#CCCO)cc2)CC1	-2	-2	-13	2	-7	0	-4
O=C1NC(=O)C2(COC(c3ccncc3)OC2)S1 (stereo unspecified)	-3	-10	0	4	-3	x	2
S=C(NCCc1ccccc1)N1CCN(Cc2ccc(Cl)c(Cl)c2)CC1	-2	-21	x	1	x	x	x
